# Bioassay records: PubChem BioAssay, several laboratories
# TWEAK Fn14 block: blocks TWEAK-Fn14 interaction in a reporter cell assay; TWEAK-stimulated Fn14 reporter cells, luciferase luminescence, 8 h; inhibition, % at 10 µM; 360,000 tested, 2% active; AID 1159606; in the data active = inhibition above about 50%
# NCOA3 inh: human NCOA3 inhibition; HEK293 GAL4-SRC3 luciferase reporter, luminescence; inhibition, % at 3.6 µM; 360,000 tested, 0.17% active; AID 588352;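 active = inhibition above a per-campaign cutoff, the mean of all compounds plus 3 SD, cut at about 60% in these data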;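 note: 0% = DMSO-treated cells and 100% = gossypol-treated cells at 36 µM; higher means less SRC3-driven luciferase light from the GAL4 reporter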
# TROY signal inh: TROY signaling inhibition. 360,000 tested, 0.98% active. inhibition, % at 10 µM. AID 1347056. Q293 LMP1-TROYcd NF-kB luciferase reporter, 4 h;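 active = compounds whose plate-normalised and pattern-corrected inhibition of the luciferase reporter signal at the single screening dose is 50% or more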
# NR5A2 inv ag: suppresses constitutive activity of human LRH-1 | O00482 | HEK293T StAR-luciferase reporter, LRH-1 transfected, 24 h | inhibition, % at 3.6 µM | 360,000 tested, 0.13% active;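 active = inhibition above the mean inhibition of all tested compounds plus 3 SD, cut at about 73% in these data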;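 note: 0% = DMSO wells and 100% = reporter-only cells lacking LRH-1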
# Target sequence (O00482 whole entry, looked up): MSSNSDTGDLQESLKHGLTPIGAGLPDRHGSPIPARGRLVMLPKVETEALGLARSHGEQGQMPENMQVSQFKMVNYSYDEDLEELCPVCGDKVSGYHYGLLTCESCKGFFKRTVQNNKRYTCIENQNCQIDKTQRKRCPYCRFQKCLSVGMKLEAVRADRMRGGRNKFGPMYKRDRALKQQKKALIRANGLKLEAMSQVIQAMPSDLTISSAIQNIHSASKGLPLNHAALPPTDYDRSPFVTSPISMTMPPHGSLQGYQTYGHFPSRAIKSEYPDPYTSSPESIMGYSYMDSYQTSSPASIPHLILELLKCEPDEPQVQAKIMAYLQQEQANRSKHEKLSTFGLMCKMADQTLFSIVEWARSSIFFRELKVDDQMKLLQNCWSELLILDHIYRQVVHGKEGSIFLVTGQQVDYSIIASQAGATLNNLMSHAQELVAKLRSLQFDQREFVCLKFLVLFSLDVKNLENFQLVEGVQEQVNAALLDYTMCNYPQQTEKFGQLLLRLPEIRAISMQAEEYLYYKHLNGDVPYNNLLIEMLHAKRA
# Exocytosis inh: lytic granule exocytosis inhibition; TALL-104 LAMP-1 surface exposure, flow cytometry; cells stimulated with thapsigargin and PMA; inhibition, % at 10 µM; 360,000 tested, 0.66% active; AID 651702;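 active = inhibition above about 55%, limit read from the data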
# COUP-TFII inh: inhibitors of human COUP-TFII (NR2F2); inhibition, % at 8.6 µM; AID 686940; HEK293T NGFI-A luciferase reporter, luminescence; 370,000 tested, 0.7% active;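 active = inhibition above a per-plate cutoff, mean inhibition of test wells between control levels plus 3 SD, cut at about 38% in these data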;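 note: cells cotransfected with COUP-TFII expression vector driving the NGFI-A reporter; 0% = median of COUP-TF2 test wells and 100% = reporter-only cells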
# Target sequence (P24468 whole entry, looked up): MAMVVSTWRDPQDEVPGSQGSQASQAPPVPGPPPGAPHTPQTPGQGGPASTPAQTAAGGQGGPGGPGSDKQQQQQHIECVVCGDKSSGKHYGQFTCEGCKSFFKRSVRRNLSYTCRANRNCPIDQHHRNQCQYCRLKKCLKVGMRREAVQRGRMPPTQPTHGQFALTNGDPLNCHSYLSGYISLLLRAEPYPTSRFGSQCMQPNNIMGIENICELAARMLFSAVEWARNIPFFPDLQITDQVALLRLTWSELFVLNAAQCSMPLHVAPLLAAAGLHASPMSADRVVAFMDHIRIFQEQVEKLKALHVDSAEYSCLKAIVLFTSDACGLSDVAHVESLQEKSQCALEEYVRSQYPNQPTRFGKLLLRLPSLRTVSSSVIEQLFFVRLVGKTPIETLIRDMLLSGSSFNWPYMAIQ
# TLR9-MyD88 inh: blocks human TLR9 binding to MyD88; 340,000 tested, 0.21% active; CHO BLA complementation TLR9-MyD88, CCF4 FRET ratio; AID 504734; Q9NR96+Q99836; inhibition, % at 4.98 µM;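 active = inhibition above the mean over all tested compounds plus 3 SD, cut at about 21% in these data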;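 note: 0% = DMSO only wells and 100% = clavulanate BLA inhibitor control wells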
# NCOA1 inh: inhibits human SRC1 coactivator | 360,000 tested, 0.12% active | AID 588354 | inhibition, % at 3.6 µM | Q15788 | HEK293 GAL4-SRC1 luciferase reporter, luminescence;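 active = inhibition above the campaign mean plus 3 SD, with each screening campaign given its own cutoff, cut at about 60% in these data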;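 note: 0% = DMSO treated cells and 100% = gossypol at 36 µM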
# NOD2-RIPK2 inh: NOD2-RIPK2 protein interaction inhibition; O43353; CHO BLA complementation NOD2-RIPK2, CCF4 ratio; inhibition, % at 4.98 µM; 360,000 tested, 0.38% active; in the data active = inhibition above about 21%;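 note: 0% = vehicle only and 100% = reference blocker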
# ABHD5-PLIN5 inh: blocks binding of human ABHD5 to perilipin-5; Split G. princeps luciferase complementation, luminescence, 4 h; inhibition, % at 4 µM; 360,000 tested, 0.78% active; AID 602281;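 active = inhibition above the mean inhibition across every tested compound plus 3 SD, cut at about 22% in these data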;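 note: 0% = DMSO only wells and the 100% control is not disclosed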
# NCOA2 inhibitor: human SRC2 (NCOA2) inhibition | Q15596 | HEK293 GAL4-SRC2 luciferase reporter, luminescence | inhibition, % at 9 µM | 370,000 tested, 0.17% active | AID 651957;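 active = inhibition above the mean inhibition of all tested compounds plus 3 SD, set per campaign, cut at about 52% in these data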;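 note: 0% = DMSO treated cells and 100% = cells given Gossypol at 36 µM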
# Starred values were filed as active, the others as inactive; · = no result given. Not all compounds are listed; the hit share may differ from the screen's.
SMILES,TWEAK Fn14 block,NCOA3 inh,TROY signal inh,NR5A2 inv ag,Exocytosis inh,COUP-TFII inh,TLR9-MyD88 inh,NCOA1 inh,NOD2-RIPK2 inh,ABHD5-PLIN5 inh,NCOA2 inhibitor
Cc1cc2ccccc2cc1CN1CCCCC1,-5,-3,17,5,-8,-4,-9,8,8,-1,13
COc1ccc(NC(=O)C/C(C)=N/NC(=O)C(=O)NC(C)C)c(OC)c1,-2,-5,-6,13,-2,10,-16,13,-3,1,5
COc1ccc(Nc2nnc(C)c3ccccc23)cc1C(N)=O,-6,4,2,-20,-2,-20,-3,-17,8,3,-16
COc1ccc(Cl)cc1C(=O)Nn1cnnc1,10,2,18,7,-9,20,-9,3,8,4,-11
COc1ccc(N2C(=O)NC(NS(=O)(=O)c3ccc(Cl)cc3)(C(F)(F)F)C2=O)cc1 (stereo unspecified),3,2,17,8,-1,-15,-6,-9,-14,2,16
CCCN1C(=O)CN(C2CCCCCC2)C(=O)C1c1ccc(C)cc1 (stereo unspecified),-7,-2,-11,8,12,-8,-4,-8,-3,-9,-15
CC(NC(=O)C(c1ccccc1)c1ccccc1)c1ccc(S(N)(=O)=O)cc1 (stereo unspecified),19,5,-3,2,-9,-17,0,-2,4,-1,-17
CCn1c(=O)c(=O)[nH]c2c(=O)oc3ccc(S(=O)(=O)Nc4ccccc4)cc3c21,1,-4,1,-22,8,4,-2,-25,2,-1,-8
Cc1ccc(OCC(=O)N(C)CCc2ccccn2)cc1,18,4,-5,-6,0,5,6,5,2,7,25
Cc1ccc(-c2cnc(C(O)c3cc(C)cc(C)c3)[nH]2)cc1 (stereo unspecified),-4,0,-17,5,3,9,·,5,11,-2,-10

# Four entries drawn at random from those above, as already listed:
SMILES,TWEAK Fn14 block,NCOA3 inh,TROY signal inh,NR5A2 inv ag,Exocytosis inh,COUP-TFII inh,TLR9-MyD88 inh,NCOA1 inh,NOD2-RIPK2 inh,ABHD5-PLIN5 inh,NCOA2 inhibitor
CC(NC(=O)C(c1ccccc1)c1ccccc1)c1ccc(S(N)(=O)=O)cc1 (stereo unspecified),19,5,-3,2,-9,-17,0,-2,4,-1,-17
Cc1ccc(-c2cnc(C(O)c3cc(C)cc(C)c3)[nH]2)cc1 (stereo unspecified),-4,0,-17,5,3,9,·,5,11,-2,-10
CCn1c(=O)c(=O)[nH]c2c(=O)oc3ccc(S(=O)(=O)Nc4ccccc4)cc3c21,1,-4,1,-22,8,4,-2,-25,2,-1,-8
COc1ccc(Nc2nnc(C)c3ccccc23)cc1C(N)=O,-6,4,2,-20,-2,-20,-3,-17,8,3,-16

# Three of the compounds above, as labelled records:
CCCN1C(=O)CN(C2CCCCCC2)C(=O)C1c1ccc(C)cc1 (stereo unspecified)
  TWEAK Fn14 block: -7	NCOA3 inh: -2	TROY signal inh: -11	NR5A2 inv ag: 8	Exocytosis inh: 12	COUP-TFII inh: -8	TLR9-MyD88 inh: -4	NCOA1 inh: -8	NOD2-RIPK2 inh: -3	ABHD5-PLIN5 inh: -9	NCOA2 inhibitor: -15

CC(NC(=O)C(c1ccccc1)c1ccccc1)c1ccc(S(N)(=O)=O)cc1 (stereo unspecified)
  TWEAK Fn14 block: 19	NCOA3 inh: 5	TROY signal inh: -3	NR5A2 inv ag: 2	Exocytosis inh: -9	COUP-TFII inh: -17	TLR9-MyD88 inh: 0	NCOA1 inh: -2	NOD2-RIPK2 inh: 4	ABHD5-PLIN5 inh: -1	NCOA2 inhibitor: -17

CCn1c(=O)c(=O)[nH]c2c(=O)oc3ccc(S(=O)(=O)Nc4ccccc4)cc3c21
  TWEAK Fn14 block: 1	NCOA3 inh: -4	TROY signal inh: 1	NR5A2 inv ag: -22	Exocytosis inh: 8	COUP-TFII inh: 4	TLR9-MyD88 inh: -2	NCOA1 inh: -25	NOD2-RIPK2 inh: 2	ABHD5-PLIN5 inh: -1	NCOA2 inhibitor: -8

# (further entries)
SMILES,TWEAK Fn14 block,NCOA3 inh,TROY signal inh,NR5A2 inv ag,Exocytosis inh,COUP-TFII inh,TLR9-MyD88 inh,NCOA1 inh,NOD2-RIPK2 inh,ABHD5-PLIN5 inh,NCOA2 inhibitor
Cc1ccc(C2=Nc3ccc(Br)cc3C(c3ccncc3)=NN2)cc1,-21,-23,-45,-30,12,-8,-3,-22,8,3,-7
COC(=O)CC1SC(=O)NC1=Nc1ccc(O)cc1 (stereo unspecified),12,-20,-10,-22,-6,-6,-3,-13,4,6,-10
COc1ccc(C(C(=O)NCc2ccccc2)N(Cc2ccco2)C(=O)c2cnccn2)cc1 (stereo unspecified),14,8,-22,5,-1,-9,0,-8,8,5,4
O=C(CN1CCN(Cc2ccc(Cl)cc2)CC1)N1CCc2ccccc21,17,-14,7,11,2,6,5,-1,7,4,-8
Cc1cc(C)c(OCCCON2C(=O)CCC2=O)c(Br)c1,-1,4,-2,-3,-3,11,-1,-2,5,-7,-17
CC(C)NC(=O)COC(=O)c1cccc(NS(=O)(=O)/C=C/c2ccccc2)c1,7,-13,4,18,1,11,0,-10,-7,-1,-11
O=C(N/N=C/C=C/c1ccc(Br)cc1)C(O)c1ccccc1 (stereo unspecified),-9,8,7,13,-7,-6,1,-5,-4,6,-7
CCN1CCN(c2ccc(NC(=O)c3cccc(OCc4ccccc4)c3)cc2)CC1,-14,-14,-21,34,23,7,0,-8,1,12,13
Oc1cc(O)c2c(c1)OC(c1ccc(O)c(O)c1)C(O)C2 (stereo unspecified),-9,-40,2,0,-3,10,3,1,-7,1,-31
O=C(Nc1ccc(-c2nnn(CC(=O)N3CCN(C(=O)c4ccco4)CC3)n2)cc1)c1ccc(F)cc1,-3,4,1,25,-3,17,-10,-25,-17,3,33
COc1ccc(NC(=O)Cn2c(CCC(=O)O)ccc2-c2ccc(C)cc2)cc1,6,-3,-8,-21,-1,4,9,-8,0,2,-5
O=C(NCCC1=CCCCC1)c1cc(S(=O)(=O)N2CCOCC2)ccc1F,-17,17,-26,-9,5,-10,3,-9,3,2,13
Cc1cccc(OCCCC(=O)NCC(=O)Nc2cccc(C)c2C)c1,1,14,10,16,1,-7,-1,9,-6,7,5
COC(=O)c1cc2sccc2n1CC(=O)Nc1ccc(OC)c(OC)c1OC,-20,13,9,17,-2,-1,9,-40,3,-4,-18
C[C@H](CO)N1C[C@H](C)[C@@H](CN(C)C(=O)NC2CCCCC2)Oc2c(cccc2N(C)C)C1=O,14,-1,13,-19,12,-13,-10,11,-7,-10,-17
CCO[C@@H]1OC(C(=O)NC2CC2)=C[C@H](c2coc3ccccc3c2=O)[C@H]1CCCO,3,-5,-7,-5,-4,-4,-5,-2,-7,7,9
O=C(c1cccn(Cc2ccc(C(F)(F)F)cc2)c1=O)N1CCOCC1,-9,3,12,-19,-1,5,-2,-15,-10,8,5
O=c1[nH]n(CC2COC3(CCCCC3)O2)c(=O)c2ccccc12 (stereo unspecified),-23,13,-38,-35,-6,-51,-16,-36,-6,-5,-40
N#CCn1nnc(-c2ccc3c(c2)OCO3)n1,7,4,3,-30,0,-4,-11,-1,-2,-6,-18
CC1CN(CC(O)COc2ccc(C(C)C)cc2)CC(C)O1 (stereo unspecified),-6,-20,24,2,-1,-11,2,-9,-6,2,-23
CC(=O)c1c(-c2ccccc2)c2cc(Cl)ccc2n(C)c1=O,-10,7,-9,20,6,7,-7,-2,-3,7,18
Cc1ccc(NC(=O)/C(=C\c2ccccc2)NC(=O)/C=C/c2ccccc2)cc1,-4,-16,46,-13,0,-14,7,-4,-9,-4,-25
CCOc1ccccc1NC(=O)C(CC(C)C)NC(=O)C1CCCCC1 (stereo unspecified),-18,2,-3,2,5,-7,11,8,-4,-3,-12
CCN(CC)S(=O)(=O)c1ccc2c(c1)nc(CCC(=O)OCC(=O)Nc1cc(Cl)cc(Cl)c1)n2C,-11,17,-12,0,1,-9,-9,1,6,1,-24
N#C/C(=C\c1ccc(O)c(O)c1)C(=O)Nc1cccc2ncccc12,16,-1,-10,22,4,-7,-5,3,-12,4,-2
C=CCc1cc(OC)ccc1OCCOCCN1CCc2ccccc2C1,2,-8,15,21,-2,-10,-2,-20,-1,3,1
Cc1cc(Br)c(S(=O)(=O)n2nnc3ccccc32)cc1C,-13,6,-22,-1,-2,-2,-3,-1,10,2,10
COc1ccc(CCNC(=O)c2ccc3c(c2)OCO3)cc1,11,-32,-6,-37,-8,-6,-16,-16,-1,-2,-33
CCc1ccc(OCC(=O)N2c3ccccc3CCc3ccccc32)cc1,25,9,32,-10,-3,-10,-4,-1,0,-13,-2
O=S1(=O)CCN(Cc2ccc(Cl)cc2)CC1,-17,3,-7,14,5,-13,0,2,5,-3,-47
COCOCCn1cc(CN2CCS(=O)(=O)N(Cc3ccc(-c4ccc(OC)nc4)cc3)C(C(C)C)C2=O)nn1 (stereo unspecified),11,-14,-1,-15,1,10,-1,-8,-4,6,26
CC(C)NC(=O)c1ccc(N2CCOCC2)nc1,-17,-13,-3,-8,1,-4,2,-40,2,-2,-2
Cc1ccc(C(=O)NCCc2cc3ccc(C)c(C)c3[nH]c2=O)cc1[N+](=O)[O-],-12,5,17,5,1,2,2,5,0,-2,13
Cc1ccc(S(=O)(=O)C2(C(=O)N(C)C3CCCCC3)CC2)cc1,14,28,-17,-27,-2,·,3,0,4,-1,·
CC(C)Nc1nc2n(c(=O)n1)CCN2C(C)C,12,20,17,-17,-4,2,-7,5,2,-4,-17
COc1ccc(S(=O)(=O)n2cccc2)cc1,4,-3,-13,2,3,11,·,2,-2,0,-52
O=C(Nc1cnn(Cc2ccc(F)cc2)c1)c1cnccn1,2,-8,-2,-13,-2,-7,-4,-6,-9,-1,6
COc1ccccc1NC(=O)N1CCC(c2nnc(SCC(N)=O)n2C)CC1,-10,7,6,1,-3,2,-9,-1,-2,-4,12
O=C(O)CCC(=O)NNc1nc2ccccc2nc1-c1ccccc1,-15,1,-9,4,-3,1,4,3,6,-3,8
N#Cc1c(NC(=O)c2cc(-n3cnnc3)ccc2Cl)sc2c1CCCC2,16,-14,8,11,-7,18,-7,-29,-4,0,3
O=C(Nc1cccc(NC(=O)c2cc([N+](=O)[O-])ccc2Cl)n1)c1cc([N+](=O)[O-])ccc1Cl,-18,-3,-29,9,-11,·,0,9,3,8,·
COc1cc(OC)cc(C(=O)NNC(=O)C2CCCC2)c1,-11,16,-8,-4,-8,-11,-2,-8,6,1,-18
COc1ccccc1NC(=O)CN1CCN(CC(=O)Nc2ccc(S(N)(=O)=O)cc2)CC1,2,13,2,56,-1,15,-22,-51,-1,2,14
c1ccc2nc(-c3nc4ccccc4o3)ccc2c1,94*,-59,58*,-37,0,18,-4,-55,-9,-1,12
